OXTR ag = activates the human oxytocin receptor. AID 2435. activation, % at 3 µM. 320,000 compounds, 0.32% hits. P30559. CHO-OTR cells, Fluo-8 calcium fluorescence; normalized: DMSO 0%, oxytocin 100%;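 active = activation above the mean of all tested compounds plus 3 SD, cutoff set per screening run, cut at about 20% in these data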;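 note: peak over basal fluorescence ratio from a 100 s FLIPR kinetic read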
GPR7 antag = blocks human GPR7 receptor signaling | P48145 | GPR7-expressing cells, fluorescence antagonist assay | inhibition, % at 4.4 µM | 290,000 compounds, 1.1% hits | AID 1861; in the data active = inhibition above about 16%, passing the limit was not always enough;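 note: cells stimulated with the agonist NPW; 0% = agonist with vehicle and 100% = vehicle without agonist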
Target sequence (P48145 whole entry, looked up): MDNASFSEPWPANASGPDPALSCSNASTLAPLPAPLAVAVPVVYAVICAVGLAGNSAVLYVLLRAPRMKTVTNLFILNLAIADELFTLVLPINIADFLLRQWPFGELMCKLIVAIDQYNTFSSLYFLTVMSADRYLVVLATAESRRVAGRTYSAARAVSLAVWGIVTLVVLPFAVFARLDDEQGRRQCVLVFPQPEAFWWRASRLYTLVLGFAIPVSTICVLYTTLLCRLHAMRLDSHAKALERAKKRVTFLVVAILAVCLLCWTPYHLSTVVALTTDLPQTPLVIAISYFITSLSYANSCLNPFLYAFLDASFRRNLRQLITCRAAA
OXTR potentiator = potentiates the human oxytocin receptor response | P30559 | CHO-OTR cells, Fluo-8 calcium fluorescence, potentiator mode; 0% = oxytocin EC15, 100% = EC100 | activation, % at 3 µM | 320,000 compounds, 0.061% hits;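 active = activation above that plate's cutoff, the mean activation of tested compounds plus 3 SD, cut at about 6.6% in these data, passing the limit was not always enough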;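 note: 100% uses oxytocin at 75 nM as the full agonist control; some results filed as inactive read as strong as hits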
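Assay system: CHO cell line stably expressing human OTR. Reagent: EC15 oxytocin agonist. Dosing: single dose, 3.0 µM nominal final compound concentration. Timing: compound 6 min at room temperature before oxytocin, 100 s read. Signal: kinetic Fluo-8 calcium fluorescence. Controls: oxytocin EC15 low and EC100 high.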
M1 PAM parental = counter-screen for M1 PAMs: effect in parental CHO-K1 cells | ATP EC20, Fluo-8 calcium fluorescence; 0% at ATP EC20, 100% at ATP max | activation, % at 3 µM | 360,000 compounds, 0.02% hits;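 active = activation above the run cutoff, the mean activation of all test compounds plus 3 SD, cut at about 40% in these data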;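 note: peak over basal fluorescence ratio in a 140 s read after ATP addition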
V1aR counter = activates human V1a receptor in oxytocin agonist counter-screen; P37288; 320,000 compounds, 0.25% hits; activation, % at 3 µM; CHO-V1R cells, Fluo-8 calcium fluorescence, agonist mode; 0% DMSO, 100% 3 nM vasopressin;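 active = activation above the mean activation of all tested compounds plus 3 SD, per screening run, cut at about 20% in these data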;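 note: signal is peak over basal fluorescence ratio across a 100 second FLIPR read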
Target sequence (P37288 whole entry, looked up): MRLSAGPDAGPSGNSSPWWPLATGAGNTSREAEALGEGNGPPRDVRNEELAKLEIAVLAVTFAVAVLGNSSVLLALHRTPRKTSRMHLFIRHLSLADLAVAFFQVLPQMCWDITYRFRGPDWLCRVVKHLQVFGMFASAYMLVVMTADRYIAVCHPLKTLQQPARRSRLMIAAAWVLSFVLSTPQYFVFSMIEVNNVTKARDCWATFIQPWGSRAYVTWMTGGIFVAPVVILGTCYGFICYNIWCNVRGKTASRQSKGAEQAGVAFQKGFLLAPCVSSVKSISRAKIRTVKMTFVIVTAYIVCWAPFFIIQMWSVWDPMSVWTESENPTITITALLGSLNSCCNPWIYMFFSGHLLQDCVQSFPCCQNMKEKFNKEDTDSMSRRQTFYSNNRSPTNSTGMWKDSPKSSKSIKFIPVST
CHO-K1 Ca antag = M1 antagonist counterscreen hit in parental CHO-K1 cells; ATP-induced calcium, Fluo-8 fluorescence; inhibition, % at 3 µM; AID 602250; 360,000 compounds, 0.6% hits;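 active = inhibition above a per-plate cutoff, the plate's mean sample inhibition plus 3 SD, cut at about 24% in these data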;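 note: 0% = DMSO plus EC80 ATP and 100% = DMSO alone without ATP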
TAAR1 antagonist = antagonists of human TAAR1; Q96RJ0; CHO RD-HGA16 TAAR1, Fluo-8 calcium fluorescence, antagonist; inhibition, % at 3 µM; 360,000 compounds, 1.5% hits; AID 624466;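 active = inhibition above a per-plate cutoff, the mean inhibition of test compounds on that plate plus 3 SD, cut at about 49% in these data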;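 note: 0% = DMSO plus EC80 beta-PEA response and 100% = DMSO alone without agonist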
Target sequence (Q96RJ0 whole entry, looked up): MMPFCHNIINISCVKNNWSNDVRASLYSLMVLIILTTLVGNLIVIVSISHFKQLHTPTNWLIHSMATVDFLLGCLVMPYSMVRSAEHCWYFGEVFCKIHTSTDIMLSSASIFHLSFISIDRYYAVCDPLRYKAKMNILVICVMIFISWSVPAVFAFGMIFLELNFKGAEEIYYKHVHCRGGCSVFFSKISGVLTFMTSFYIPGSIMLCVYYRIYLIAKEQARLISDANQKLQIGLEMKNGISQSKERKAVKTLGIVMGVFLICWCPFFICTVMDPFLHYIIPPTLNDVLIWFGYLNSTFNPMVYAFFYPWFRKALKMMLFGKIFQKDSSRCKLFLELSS
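Assay system: RD-HGA16 CHO cells with stable hTAAR1 and Gα16 / Reagent: EC80 β-phenethylamine stimulus / Doses: 3 µM, single point / Timing: dye loading 75 min at 37 °C, then 30 min room temperature / Measured by: Fluo-8 intracellular calcium dye fluorescence, real-time kinetic reads / Controls: vehicle wells and EC80 agonist wells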
CHO parental Ca = signal in parental CHO cells, OX1R antagonist counter-screen; 330,000 compounds, 0.63% hits; parental CHO-K1, ATP-induced calcium, Fluo-8 fluorescence; inhibition, % at 5.6 µM;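 active = inhibition above that plate's mean sample inhibition plus 3 SD, cut at about 26% in these data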;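 note: 0% = ATP-challenged DMSO wells and 100% = DMSO wells without ATP; some compounds past the cut are filed as inactive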
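test system = CHO parental line | reagent = ATP stimulus | measured by = intracellular calcium via Fluo-8 no-wash fluorescent dye | control set = ATP and no-ATP DMSO wells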
CHO-K1 Ca ag = nonselective activator or artifact in parental CHO-K1 cells; Fluo-8 calcium fluorescence; scaled to maximal ATP response, vehicle zero; AID 602248; 360,000 compounds, 0.48% hits; activation, % at 3 µM; in the data active = activation above about 15%;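 note: untransfected CHO-K1 host cells lacking M1 receptor as counterscreen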
Numbers without * were called inactive; · = not tested or not shown; & = joins results of further samples.

SMILES | OXTR ag | GPR7 antag | OXTR potentiator | M1 PAM parental | V1aR counter | CHO-K1 Ca antag | TAAR1 antagonist | CHO parental Ca | CHO-K1 Ca ag
O=[N+]([O-])C(/C=C(\Cl)[N+](=O)[O-])=C1N(Cc2ccc(Cl)nc2)CCN1Cc1ccc(Cl)nc1 | 2.1 | 3 | -4 | 1 | 1.7 | -8 | -43 | -3 | -0.3
O=S(=O)(NCCc1csc(-c2cccnc2)n1)c1ccc2c(c1)OCCO2 | 1.7 | -5 | -6 | 11 | 2.2 | 0 | -11 | -12 | 2.5
O=C(CO/N=C\c1ccccc1)Nc1ccccc1C(=O)N1CCOCC1 | -0.4 | -11 | -2 | -10 | -0.1 | 8 | -10 | -19 | 0.7
O=C(COC(=O)c1ccc(S(=O)(=O)NCc2ccco2)cc1)NC1CCCCCC1 | 0.4 | 3 | -18 | 3 | 0.0 | -8 | 28 | -4 | 1.1
Cc1ccc(NC(=S)/C(=C(\[O-])c2ccc(Cl)s2)[n+]2cccc(CO)c2)cc1C | -0.1 | -7 | -1 | 6 | 0.1 | -9 | -25 | -10 | -0.1
O=C(O)CN1CCN(CC(=O)O)CCN(CC(=O)O)CCN(CC(=O)O)CC1 | 0.3 | · | -2 | 14 | 0.2 | 5 | 12 | 2 | 0.6
N#Cc1ccccc1CSc1nc2ncc(Br)cc2[nH]1 | -0.1 | -9 | -2 | 14&3 | 0.8 | -5&-6 | -22&0 | 0 | 0.5&1.3
O=C(COC(=O)c1cccs1)Nc1cccc(Cl)c1 | 0.6 | · | -6 | -6 | 0.8 | 2 | 7 | -9 | 0.3
CCOc1cc(/C=C2/C(=N)N3C(=NC2=O)SN=C3S(C)(=O)=O)ccc1OS(=O)(=O)c1ccccc1 | -1.6 | -6 | -4 | -9 | 0.0 | 5 | · | -6 | 0.3
COc1ccc(NC(=S)Nn2cnnc2)c(OC)c1 | · | -1 | · | 5 | · | 0 | 0 | · | 0.4
CC(=O)Nc1cccc(NC(=O)C(C)N2c3cccc4cccc(c34)S2(=O)=O)c1 (stereo not drawn) | 1.9 | -6 | -9 | 2 | 4.5 | -12 | -4 | -5 | 6.1
c1ccc(C2c3[nH]c4ccccc4c3CCN2Cc2cccn2-c2ccccn2)nc1 (stereo not drawn) | 0.6 | -6 | -3 | 8 | 0.2 | -7 | 13 | -25 | 3.0

Brought forward from above: three compounds, then new ones.
SMILES | OXTR ag | GPR7 antag | OXTR potentiator | M1 PAM parental | V1aR counter | CHO-K1 Ca antag | TAAR1 antagonist | CHO parental Ca | CHO-K1 Ca ag
COc1ccc(NC(=S)Nn2cnnc2)c(OC)c1 | · | -1 | · | 5 | · | 0 | 0 | · | 0.4
CC(=O)Nc1cccc(NC(=O)C(C)N2c3cccc4cccc(c34)S2(=O)=O)c1 (stereo not drawn) | 1.9 | -6 | -9 | 2 | 4.5 | -12 | -4 | -5 | 6.1
c1ccc(C2c3[nH]c4ccccc4c3CCN2Cc2cccn2-c2ccccn2)nc1 (stereo not drawn) | 0.6 | -6 | -3 | 8 | 0.2 | -7 | 13 | -25 | 3.0
CC1(C)CC(=O)C2=C(C1)OC1=C(C(=O)CC(C)(C)C1)C2c1ccc(O)cc1O | 2.1 | -13 | 4 | 6 | 1.4 | -4 | 13 | 5 | 1.0
O=S(=O)(c1ccccc1)c1nc(Cc2ccccc2)oc1N1CCOCC1 | 1.9 | -2 | -14 | 12 | 0.0 | -7 | -10 | 3 | 0.0
Cc1nnc(SCc2ccc(F)cc2Cl)s1 | -1.8 | -7 | -1 | -2 | -1.2 | 2 | 7 | -11 | 2.2
O=C(CCCO)CCCCCCCCC[C@H]1N[C@H](CO)[C@@H](O)[C@@H]1O | 0.0 | -7 | -3 | -4 | 1.1 | -8 | -6 | -3 | 0.4
CN(c1ccc(F)cc1)S(=O)(=O)c1ccc(Cl)c(C(=O)NC2(C)CCS(=O)(=O)C2)c1 (stereo not drawn) | -0.1 | · | -4 | -3 | -0.2 | -15 | 8 | -14 | 0.2
COC(=O)CS(=O)(=O)c1cc([N+](=O)[O-])ccc1NC(=O)OC | 1.3 | -8 | 0 | -4 | 0.0 | -11 | -17 | -15 | -0.1
CC(=O)Nc1ccc(NC(=O)CSc2nnc(C3CC3)n2-c2ccccc2)cc1 | 0.2 | · | -4 | 19 | 0.1 | -20 | -11 | -16 | 0.4
CCCCn1c(N)c(N(CCOC)C(=O)c2cccc(S(=O)(=O)N(C)c3ccccc3)c2)c(=O)[nH]c1=O | -0.1 | · | -4 | 0 | 0.3 | -1 | -35 | -27 | 0.9
O=C(N/N=C/c1ccc2c(c1)OCO2)c1ccc(COc2cccc3cccnc23)cc1 | 3.0 | -12 | -15 | 2 | -0.5 | -5 | 49* | -10 | 4.9
C(=N\Nc1nc(Nc2ccccc2)nc(N2CCOCC2)n1)/c1c[nH]c2ccccc12 | -2.3 | -16 | -12 | · | -1.0 | · | 38 | -16 | ·
COc1ccc(N2CCN(c3nc4ccc(C)cn4c(=O)c3C=O)CC2)cc1 | -0.3 | -6 | 0 | 24 | 0.0 | -5 | -7 | -4 | 8.3
CC(=O)Oc1ccc(N2C(=O)CC(N3CCOCC3)C2=O)cc1 (stereo not drawn) | 0.6 | -7 | -6 | 16 | 1.0 | -6 | 4 | 1 | -0.3
COc1cccc2sc(=NC(=O)CS(=O)(=O)c3ccc(F)cc3)n(C)c12 | 0.3 | · | -3 | -1 | 0.9 | 0 | -22 | -3 | -0.2
CNC(=O)c1ccc(NC(=O)c2ccccc2OCc2c(C)noc2C)cc1 | · | · | · | 26 | · | -1 | 3 | · | 1.7
CCCCn1nnnc1C(c1ccnc2ccccc12)N1CCN(C/C=C/c2ccccc2)CC1 (stereo not drawn) | · | · | · | -5 | · | -9 | -14 | · | 0.4
COc1nc(N2CCCCCC2)nc(N2CCCCCC2)n1 | -1.4 | -12 | -3 | -8 | -0.5 | 13 | -12 | -10 | -0.5
CCOc1ccc(-c2n[nH]c(C)c2-c2ccccn2)c(O)c1 | 1.0 | -13 | -1 | 21 | 1.3 | -11 | -14 | -14 | 0.0
C=CCNc1cc(F)ccc1S(=O)(=O)NCC=C | · | · | · | -7 | · | 7 | 6 | -6 | 0.2
O=C(CCN1C(=O)C2C3C=CC(C3)C2C1=O)N1CCCCC1 (stereo not drawn) | 7.9 | -11 | 3 | 11 | 0.8 | -7 | -8 | -8 | 0.4
CC(C)c1nnc(NC(=O)c2cccnc2)s1 | 0.2 | -6 | -9 | -5 | 1.5 | 11 | 15 | -2 | -0.2
COc1cc2cc(C(=O)N3CCc4ccccc4C3)[nH]c2cc1OC | -0.2 | 12 | -5 | 12 | 0.4 | -11 | 0 | -4 | 1.0
CCOC(=O)N1CCN(C(=S)NC(=O)c2cncc(Br)c2)CC1 | -1.8 | 2 | 0 | 8 | -1.1 | -7 | -19 | -11 | 2.4
OCC1(Cc2ccccc2Cl)CCN(C/C=C/c2ccccc2)CC1 | 12 | 13 | -5 | 4 | 4.1 | 3 | 2 | -3 | 3.4
N#Cc1nc(-c2ccc(OCc3ccc(Cl)cc3)cc2)oc1N1CCC(C(N)=O)CC1 | 0.5 | -3 | -3 | 6 | 0.8 | 2 | 3 | -6 | 0.1
c1ccc(CNc2nc(CN3CCOCC3)nc3scc(-c4ccccc4)c23)cc1 | -1.2 | -1 | -9 | 23 | 1.8 | -16 | 5 | -18 | 1.8
CC1(C)C(=O)OC(C(=O)c2ccccc2)C(C)(C)C1=O (stereo not drawn) | -0.6 | -12 | 0 | 17 | -0.4 | -12 | 4 | -5 | 0.5
O=C(CBr)Nc1c2c(nn1-c1ccccc1)CSC2 | -0.1 | -4 | -1 | 4 | 0.5 | -13 | -12 | 4 | 0.2
Cc1ccc2c(CC(=O)N3CCN(c4ccccc4)CC3)coc2c1 | -1.4 | 15 | 4 | 9 | -0.1 | -11 | 0 | -9 | 2.0
COCCN(C(=O)COC(=O)COc1ccc2ccccc2c1)c1c(N)n(Cc2ccccc2)c(=O)[nH]c1=O | · | · | · | 3 | · | -13 | 4 | · | 0.2
O=S(=O)(c1ccccc1F)N1CCN(Cc2cc3c(cc2Br)OCCO3)CC1 | -1.1 | · | -6 | -3 | 0.6 | -10 | -12 | -5 | 0.5
CCS(=O)(=O)c1ncc(CO)n1CCc1ccccc1 | -0.6 | -13 | -12 | 11 | -0.6 | -9 | -7 | -3 | 0.4
CCCc1nnc(NC(=O)CNc2ccc(F)cc2)s1 | -0.1 | 12 | -1 | 16 | 0.5 | -13 | 7 | -26 | 1.0
CC(CO)NS(=O)(=O)c1ccc(Br)cc1F (stereo not drawn) | · | · | · | 7 | · | -6 | -10 | · | -0.2
O=C(Nc1cc(Br)c(O)c(Br)c1)c1cccc(NC(=O)c2ccco2)c1 | 3.1 | -5 | -10 | 16 | 1.8 | -2 | 16 | 0 | 4.1
O=[N+]([O-])c1ccc(COc2ccc(CN3CCCCC3)cc2)cc1 | · | · | · | 3 | · | 2 | -4 | · | 1.8
CC(c1ccccc1)C1CC(=O)N(CC(=O)O)C1=O (stereo not drawn) | 1.0 | -1 | -2 | 10 | 0.3 | -14 | -11 | 2 | -0.3
CN(CCOc1cccc(C(F)(F)F)c1)Cc1ccccc1 | 0.0 | -2 | -10 | 13 | 1.3 | -13 | -26 | -6 | 1.2
COc1cc(CC(=O)N(C)CC(=O)Nc2cc(C)ccc2C)cc(OC)c1OC | -1.0 | -4 | -3 | 1 | -0.8 | -7 | -7 | -13 | 0.5
COc1cc(C(=O)Nc2cc(C(F)(F)F)ccc2-n2cncn2)cc(OC)c1OC | -1.1 | 9 | -3 | 3 | 0.2 | -2 | 10 | -8 | 1.3
CC(C)C[C@H]1CN=C(Nc2ccccc2)N1CCC(C)c1ccccc1 (stereo partly drawn) | 3.3 | · | -8 | 6 | 1.9 | -13 | 7 | -8 | 3.4
C/C(Cc1ccccc1)=N\NC(=O)C1CCCCC1 | -1.2 | -11 | -6 | 31 | -0.6 | 0 | 0 | -11 | 1.1
COC(=O)[C@]12CCCCC=C1N(Cc1ccc(Cl)cc1Cl)C(=O)[C@H](CC(=O)N1CCC(c3ccccc3)CC1)C2 | · | · | · | -16 | · | 3 | -17 | · | 0.1
O=S(=O)(Nc1ccc(N2CCCCC2)cc1)c1ccccc1 | -1.9 | -3 | -12 | 13 | 1.2 | -5 | -13 | 12 | 1.7
COCCCn1c(-c2cccc(Cl)c2)nc2c1c(=O)[nH]c(=O)n2Cc1ccccc1 | -2.4 | -6 | -18 | 1 | -1.0 | -13 | -50 | -26 | 1.5
N#Cc1cc2ccccc2nc1SCC(=O)NC1CC1 | 0.2 | -5 | -7 | 0 | -0.4 | 11 | -8 | -7 | 3.6
CCOC(=O)CNC(=O)C(CC(N)=O)NC(=O)OC(C)(C)C (stereo not drawn) | 0.6 | -15 | -7 | 2 | 0.1 | -3 | 3 | -2 | 1.1
